Bcl-xL primary – inhibitors of human Bcl-xL; Q07817; GST-Bcl-xL / FITC-Bim BH3 peptide fluorescence polarization; inhibition, % at 10.9 µM; 320,000 compounds, 0.7% hits; AID 2129;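 active = inhibition above the mean of all tested compounds plus 3 SD, cutoff set per campaign, cut at about 30% in these data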;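 note: 0% = DMSO wells and 100% = unlabeled Bim-BH3 peptide competitor; inhibitors lower millipolarization by displacing the labeled peptide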
PAD4 inh – inhibitors of human PAD4. AID 485272. Q9UM07. inhibition, % at 6.36 µM. 330,000 compounds, 0.41% hits. recombinant PAD4, RCA probe fluorescence polarization;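 active = percent inhibition above a cutoff equal to the mean of all tested compounds plus 3 SD, cut at about 15% in these data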;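 note: 0% = PAD4 with RCA probe and DMSO and 100% = probe without PAD4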
GLD-1 TGE inh – GLD-1-TGE RNA interaction inhibition (C. elegans) | Q17339 | purified GLD-1 + fluorescein TGE RNA, fluorescence polarization | inhibition, % at 5.96 µM | 320,000 compounds, 0.44% hits | AID 2280;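 active = percent inhibition above a per-plate cutoff, the plate mean of test compounds plus 3 SD, cut at about 30% in these data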;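 note: 0% = DMSO wells with GLD-1 and probe and 100% = wells lacking GLD-1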
MCL1 BIM primary – MCL1-BIM-BH3 interaction inhibition (human). Q07820. GST-MCL1 / FITC-Bim-BH3 fluorescence polarization. inhibition, % at 10.9 µM. 320,000 compounds, 0.68% hits. AID 2057;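 active = inhibition above the mean inhibition of all tested compounds plus 3 SD, set per campaign, cut at about 40% in these data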;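 note: 0% = DMSO wells and 100% = unlabeled Bim-BH3 peptide control; higher means more loss of mP so more displacement of Bim peptide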
Target sequence (Q07820 whole entry, looked up): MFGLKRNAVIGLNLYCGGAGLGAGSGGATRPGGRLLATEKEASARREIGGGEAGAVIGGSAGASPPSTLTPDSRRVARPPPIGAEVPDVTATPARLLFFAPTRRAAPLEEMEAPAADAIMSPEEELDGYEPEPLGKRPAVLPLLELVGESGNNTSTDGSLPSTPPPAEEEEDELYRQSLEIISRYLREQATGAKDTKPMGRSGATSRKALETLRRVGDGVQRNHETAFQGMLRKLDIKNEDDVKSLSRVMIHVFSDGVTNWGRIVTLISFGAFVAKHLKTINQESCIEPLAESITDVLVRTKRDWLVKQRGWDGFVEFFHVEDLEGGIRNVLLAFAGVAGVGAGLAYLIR
MEX-5 binding – C. elegans MEX-5 TCR-2 RNA binding activity. activity score (negative = inhibition of binding), % at 10 µM. AID 1832. Q9XUB2. 300,000 compounds, 0.38% hits. MEX-5/FITC-TCR2 RNA binding, fluorescence polarization; active compounds read low;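 active = inhibition past about -25% in most replicates, and total fluorescence under double the plate's negative control median, limit read from the data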;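 note: 0% = DMSO and -100% = 5 µM competing unlabeled TCR2 RNA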
PME-1 primary – PME-1 (human) inhibition | Q9Y570 | inhibition, % at 5.9 µM | AID 2130 | 320,000 compounds, 0.53% hits | recombinant PME-1, FP-Rh probe fluorescence polarization;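 active = inhibition above the campaign mean of all compounds plus 3 SD, cut at about 26% in these data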;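 note: competitive labeling of PME-1 active site by serine hydrolase directed probe; 0% = PME-1 with DMSO and 100% = wells lacking PME-1 enzyme; inhibitors block probe labeling so polarization falls and inhibition rises; many of its hits are not listed in these tables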
Target sequence (Q9Y570 whole entry, looked up): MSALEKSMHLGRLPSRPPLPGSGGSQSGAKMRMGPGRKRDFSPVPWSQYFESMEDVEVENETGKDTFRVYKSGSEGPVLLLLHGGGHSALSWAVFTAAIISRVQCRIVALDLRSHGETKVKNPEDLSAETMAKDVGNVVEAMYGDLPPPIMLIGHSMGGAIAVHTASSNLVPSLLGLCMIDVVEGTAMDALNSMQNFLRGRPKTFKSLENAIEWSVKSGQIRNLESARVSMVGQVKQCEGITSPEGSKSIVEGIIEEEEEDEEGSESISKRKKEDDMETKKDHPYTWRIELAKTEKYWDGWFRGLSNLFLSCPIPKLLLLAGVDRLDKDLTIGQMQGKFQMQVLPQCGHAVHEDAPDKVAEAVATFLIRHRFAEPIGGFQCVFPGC
GSTO1 inh – GSTO1 inhibition, counter-screen for RBBP9 inhibitors; 300,000 compounds, 1.1% hits; P78417; inhibition, % at 5.96 µM; AID 1974; recombinant GSTO1, activity-based probe fluorescence polarization;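 active = inhibition above the campaign mean inhibition plus 3 SD, cut at about 35% in these data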;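 note: 0% = GSTO1-1 with DMSO and 100% = wells lacking GSTO1-1 enzyme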
Target sequence (P78417 whole entry, looked up): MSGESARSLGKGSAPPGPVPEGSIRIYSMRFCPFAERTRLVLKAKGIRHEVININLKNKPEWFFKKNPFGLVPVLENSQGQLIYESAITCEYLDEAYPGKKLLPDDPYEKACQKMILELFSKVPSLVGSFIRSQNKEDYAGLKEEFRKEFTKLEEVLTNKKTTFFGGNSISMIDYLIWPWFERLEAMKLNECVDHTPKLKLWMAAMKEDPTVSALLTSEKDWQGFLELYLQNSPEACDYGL
Fam108B counter – Fam108B inhibition, counter-screen for RBBP9 inhibitors. recombinant Fam108B, FP-Rh probe fluorescence polarization. inhibition, % at 9.51 µM. 300,000 compounds, 0.33% hits. AID 1947;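 active = inhibition above the screen mean inhibition plus 3 SD, computed separately per campaign, cut at about 18% in these data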;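 note: inhibitors lower polarization as less probe binds the enzyme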
TPT1 inhibitor – inhibitors of Candida albicans tRNA 2'-phosphotransferase TPT1; AID 1962; 300,000 compounds, 0.81% hits; recombinant caTPT1, FP RNA substrate dephosphorylation; inhibition, % at 5 µM;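 active = inhibition above the mean of all tested compounds plus 3 SD, set per screening campaign, cut at about 24% in these data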;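 note: plate controls were DMSO alone for no effect and ferristatin control at 100 nM for full effect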
* hit, by the source's call; . = not tested or not shown.

SMILES	Bcl-xL primary	PAD4 inh	GLD-1 TGE inh	MCL1 BIM primary	MEX-5 binding	PME-1 primary	GSTO1 inh	Fam108B counter	TPT1 inhibitor
CCOc1cc(CNCc2ccncc2)cc(Br)c1OCc1ccc(F)cc1	0.7	-4.3	5.5	6.1	1.9	8.3	-1.3	1.6	-3.6
COc1ccc(CN2CCN(C(=O)Cn3ncn4cccc4c3=O)CC2)c(OC)c1OC	0.9	1.8	4.0	1.2	0.7	-5.8	8.8	-0.6	-0.9
CCOC(=O)Cn1c(CN2CCc3ccccc3C2)nc2c1c(=O)n(C)c(=O)n2C	0.8	-5.3	0.8	4.8	-1.1	-1.2	4.8	-0.8	-2.5
CCOC(=O)c1sc(N=NC2=C(O)CC(C)(C)CC2=O)c(C(=O)OCC)c1C	1.4	0.5	0.2	6.1	6.1	-0.4	5.9	2.2	-3.2
O=C(O)CSC1CC(=O)N(c2cccc(Cl)c2)C1=O (configuration not stated)	4.6	-0.5	7.5	8.2	-0.2	-0.4	-0.8	1.6	6.9
CN(C)S(=O)(=O)c1ccc(C(=O)NCc2ccccc2)cc1	0.6	0.2	2.5	-2.2	0.9	7.7	2.2	-2.1	-1.4
CCOc1ccc(CCNC(=O)COC(=O)c2cccnc2Cl)cc1OCC	-5.8	0.8	11.0	-6.3	0.0	-6.0	-0.7	-3.1	0.4
Cc1nn(-c2ccccc2)c(C)c1C(=O)NCc1ccc(F)cc1	-3.9	-4.0	6.0	-10.8	-4.0	-4.0	2.8	-1.1	3.1
CCOc1ccccc1NC(=O)NC1CC2CCCC(C1)N2Cc1nnnn1CCc1ccccc1 (configuration not stated)	1.0	4.4	5.8	6.3	0.7	-5.9	-0.1	0.0	-6.9
O=C(O)CCC(=O)Nc1sc2c(c1C(=O)Nc1cccc3ccccc13)CCCCC2	9.9	-12.5	-3.9	12.3	-2.5	5.9	5.2	9.6	10.7
O=C(c1ccco1)N1CCN(C(=O)N2CCOCC2)CC1	4.7	-2.0	0.6	5.8	1.2	-1.6	11.2	-1.2	-0.6
O=C(c1cc(-c2ccncc2)nc2ccc(Cl)cc12)N1CCN(C(=O)C2CCCO2)CC1 (configuration not stated)	-0.4	-2.2	3.6	-9.2	1.1	-0.1	-3.2	-3.3	2.4
CCOc1cc(S(=O)(=O)N2CCC(C(N)=O)CC2)ccc1F	1.4	-0.7	5.3	-4.2	-1.1	-5.2	4.7	-7.3	1.7
CCn1c(C(=O)N2CCC(C(=O)NCc3ccc(OC)cc3)CC2)cc2sccc21	4.6	-1.3	0.9	8.6	-2.5	-0.3	-0.4	-2.7	-2.4
c1ccc(-c2ccc(-c3nc(-c4cccnc4)no3)cc2)cc1	3.2	-5.3	-3.9	-2.8	1.2	-9.0	-1.7	-5.3	-1.3
O=C1C=C(c2cccnc2)CCC1	3.8	-5.5	2.6	2.9	0.5	5.8	5.9	2.0	0.4
COc1ccc(C(C(=O)NCC2CCCO2)N(C(=O)CNC(=O)c2ccco2)c2cc(C)ccc2C)cc1OC (configuration not stated)	4.9	3.8	-2.9	-2.4	-2.5	0.9	3.9	-0.3	-0.3
CC(C)(C)NC(=O)C(c1ccncc1)N(Cc1cccs1)C(=O)Cn1nnc(-c2ccc(F)cc2)n1 (configuration not stated)	1.5	-10.6	1.3	3.4	3.1	2.1	6.1	5.1	0.1
C=CCNc1ccc(F)c(F)c1N1CCCCCC1=O	3.7	-5.0	7.5	0.8	-0.2	-1.5	-3.0	-8.5	-0.8
O=C(NN1CCOCC1)NC12CC3CC(CC(C3)C1)C2	2.5	3.5	2.9	5.0	1.1	1.6	6.7	-0.8	-2.7
CSCC[C@H](NC(=O)NCCc1ccc(F)cc1)C(=O)O	2.2	-1.2	7.9	-1.6	2.1	-1.5	2.9	-0.8	1.6
OC1(c2ccc(Br)cc2)CCN(Cc2cccc(Br)c2)CC1	2.8	-3.9	6.8	4.5	-0.1	-2.4	-3.3	0.8	-4.3
CCOc1ccc(NC(=O)CCNC(=O)Cn2ccc3ccccc3c2=O)cc1	0.2	-1.3	-0.8	0.2	0.9	-6.2	0.2	1.4	-0.8
COc1ccnc(NCc2cccc(C(F)(F)F)c2)c1C#N	8.0	-3.5	0.6	-5.6	0.0	0.6	-3.8	2.5	-1.5
Cn1nc(CC(=O)Nc2cccc3ncccc23)c2ccccc2c1=O	4.0	-0.8	5.3	0.1	-0.7	-2.1	6.0	0.5	1.1
Nc1nc2c(C(=O)N3CCOCC3)nnn2c2ccccc12	-4.2	-1.0	0.2	-7.0	1.1	-3.9	0.7	4.4	-4.4
COc1cc(OC)cc(C(=O)NCCCN2CCOCC2)c1	-1.0	-0.1	3.4	0.7	-2.6	-0.6	5.0	4.9	-0.5
O=C(NNc1nccc(C(F)(F)F)n1)Nc1cccc(Cl)c1	4.6	-1.7	0.8	1.9	-0.7	6.8	-13.6	2.7	-4.6
N#CCc1nn(-c2ccc(F)cc2)c(N)c1C#N	18.6	1.7	1.6	14.3	1.0	9.5	1.7	2.5	-1.7
Cc1cc(NC(=O)c2ccoc2C)no1	9.9	-3.4	-6.4	15.3	-3.0	3.4	7.8	14.6	-2.8
CCCN1C(=O)c2cc(C(=O)NCCc3cccc(C)c3)ccc2C1O (configuration not stated)	1.6	2.9	-2.0	1.5	-1.0	-5.7	-3.2	3.1	0.8
CC1CCN(c2nc3nonc3nc2Nc2ccc(F)cc2)CC1	3.6	-5.1	-0.6	4.0	1.5	-3.3	2.3	-6.5	1.0
Cc1ccc(C(=O)CC2C(=O)N(c3ccccc3)C(=S)N2c2ccccc2)cc1 (configuration not stated)	3.9	-4.8	9.9	7.8	0.0	-4.8	-1.9	-4.0	1.8
O=C(CCn1c(=O)c2sccc2n(CC(=O)OCc2ccccc2)c1=O)NCc1ccccc1	6.9	-0.5	2.5	5.2	0.6	0.2	2.5	-0.5	-1.4
O=C(CN1CCN(Cc2ccccc2)C1=O)NCc1ccc(Cl)cc1	3.8	-3.9	-0.5	0.6	-0.9	4.5	6.9	3.9	-7.7
CCCc1cc(=O)[nH]c(NCCc2ccccc2)n1	-1.1	-2.8	1.2	-2.7	0.5	-1.8	-1.9	-1.1	2.8
COc1ccc(C(=O)CCC(=O)N2CCN(c3ccc([N+](=O)[O-])cc3)CC2)cc1	1.3	-4.1	12.1	1.6	1.4	-1.3	-1.1	1.1	3.7
CC(OC(=O)CCN1C(=O)c2cccc([N+](=O)[O-])c2C1=O)C(=O)Nc1cc(Cl)cc(Cl)c1 (configuration not stated)	-1.8	-1.5	-7.8	-18.6	2.3	6.6	5.5	7.7	1.1
Cc1cccc(Nc2nnc(SCC(=O)NCc3cccs3)s2)c1C	0.4	1.9	-0.5	-3.7	-0.8	1.8	-1.9	-0.8	6.2
Cc1ccc(NC(=O)CN2C(=O)NC3(CCCc4ccccc43)C2=O)c([N+](=O)[O-])c1 (configuration not stated)	-6.9	-7.7	-3.9	2.3	2.1	-9.6	-4.8	-7.3	-2.5
CCc1ccccc1NC(=O)CSc1nnc(-c2cc(C)[nH]n2)n1N	0.2	-5.5	4.4	2.2	-0.7	8.1	-5.4	1.0	-2.6
CCOC(=O)C1(CCc2ccccc2)CCN(C(=O)c2ccoc2)CC1	1.9	0.4	2.9	-3.1	-0.2	-2.1	7.3	-0.8	-4.7
C[C@H](NC(=O)N1CCC(Cc2ccccc2)CC1)C(=O)O	7.4	4.8	2.9	-4.9	0.4	-2.6	7.9	-0.6	-2.1
COc1ccc(F)c(CN2CCC(n3nccc3NC(=O)C3CCOC3)CC2)c1 (configuration not stated)	3.8	3.2	4.3	7.9	1.1	-4.9	2.5	1.3	-1.7
Cc1c(Cl)cccc1NC(=S)N1CCC(C(N)=O)(N2CCCCC2)CC1	7.5	2.8	3.3	11.7	0.8	3.1	1.0	3.0	-7.0
C=CCNC(=O)CSc1n[nH]c(-c2cc(Cl)ccc2OC)n1	4.9	-1.4	2.8	10.4	-0.2	1.3	12.7	3.0	-1.1
Cc1cc(O)cc2c1C(=O)/C(=C/c1ccco1)O2	62.9*	-11.5	49.9*	48.3*	-42.2*	0.2	7.6	3.6	-1.4
O=C(CN1C(=O)CC(c2ccco2)Sc2ccccc21)NCc1ccc2c(c1)OCO2 (configuration not stated)	5.5	1.7	-5.7	4.1	0.3	2.9	-0.4	3.1	-1.3
CSCCC1NC2(C(=O)Nc3c(C)cc(Cl)cc32)[C@@H]2C(=O)N(C3CCCC3)C(=O)[C@H]12 (some centres not stated)	4.0	-0.7	2.9	12.5	1.9	4.2	3.5	1.0	-1.9
COc1cc(Br)c(CCNC(=O)Cc2ccccc2)cc1OC	-3.2	-0.4	-0.7	-10.8	2.2	2.8	2.1	-3.5	1.1
O=C(CSC(=S)N1CCOCC1)c1cc2ccccc2oc1=O	4.0	-0.6	0.1	10.4	-3.6	10.6	7.8	6.5	-4.0
C=CCn1c(COc2cccc3ccc(C)nc23)nnc1SCC(=O)O	-0.8	-8.3	4.8	-2.5	-0.8	3.9	-1.1	0.8	-4.2
CCOC(=O)c1ccc(N2C(=O)c3n[nH]c(C)c3C2c2ccco2)cc1 (configuration not stated)	2.6	-1.3	3.0	7.5	-0.1	0.3	-0.9	-3.8	-3.3
C/C(=N\Nc1ccccc1)c1c(O)cc(C)oc1=O	9.4	-1.6	6.4	6.5	-1.5	0.3	5.8	-10.7	-0.8
Cc1cccc(NC(=S)N(c2ccccc2)C(C)C)c1C	1.7	2.1	3.6	10.4	1.7	-7.5	5.2	-2.0	-2.3
CNC(=S)N(C)/N=C1/C(=O)N(Cc2c(Cl)cccc2Cl)c2ccccc21	3.4	2.2	3.7	8.4	.	6.1	.	.	.
Cc1cccc(CSc2nncc(=O)[nH]2)c1	5.2	-4.8	0.4	-3.9	0.6	2.8	-1.2	-0.6	-3.9
CCOc1ncccc1C(=O)Nc1ccc(OC)c(S(=O)(=O)N2CCCCC2)c1	7.6	2.4	-8.3	3.5	-0.4	-7.1	3.9	1.3	-1.2
C=CCC(C=C)[N+]1(CC(=O)OC)CCCCC1 (configuration not stated)	5.2	2.1	4.7	-2.1	1.3	-0.3	-2.6	5.5	-1.7
O=C(OCC(=O)N1CCCC1)c1c(Cl)ccc(Cl)c1Cl	6.2	2.6	1.0	4.6	2.3	1.6	3.5	0.1	2.4
Continuation.
SMILES	Bcl-xL primary	PAD4 inh	GLD-1 TGE inh	MCL1 BIM primary	MEX-5 binding	PME-1 primary	GSTO1 inh	Fam108B counter	TPT1 inhibitor
CCOc1ccc(CCNC(=O)c2ccc(C)c(N3CCCC3=O)c2)cc1OCC	-3.5	-1.3	3.9	-1.2	-3.0	3.5	5.1	-2.8	-0.6
CCCNC(=O)c1ccc(N(Cc2ccccc2)S(C)(=O)=O)cc1	5.5	1.4	2.9	8.3	-1.2	-1.7	-1.3	-3.5	-1.9
Nc1cc(-c2ccc(Br)cc2)[nH]n1	-1.2	-0.8	4.1	-1.5	-1.5	7.2	0.4	1.8	0.1
CCOc1ccc(-n2nc3c(=O)n(CCN4CCCCC4)nc(C)c3c2C)cc1	3.5	-5.6	3.3	0.5	1.7	-2.5	1.6	-3.0	4.1
Cc1cc(C)c(NC(=O)Cn2nnc(C(=O)Nc3ccc(F)cc3F)c2N)c(C)c1	3.0	1.5	-5.3	0.4	-4.0	0.6	5.8	2.3	-1.6

Screens: PubChem BioAssay, several laboratories

An excerpt; the hit share may differ from the screen's.
